Screens (PubChem BioAssay)
APJ antagonist – antagonists of human apelin receptor APJ, primary screen, CHO-K1 cells, beta-arrestin complementation, luminescence. 330,000 tested, 0.32% active. P35414. AID 2521, 2010. inhibition, % at 20 µM;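 active = inhibition above about 40% at 20 µM, limit read from the data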;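 also: cells challenged with 10 nM apelin-13 agonist together with compound; plate controls were apelin-13 plus DMSO wells for no effect and DMSO wells lacking apelin-13 for full effect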
Target sequence (P35414 whole entry, looked up): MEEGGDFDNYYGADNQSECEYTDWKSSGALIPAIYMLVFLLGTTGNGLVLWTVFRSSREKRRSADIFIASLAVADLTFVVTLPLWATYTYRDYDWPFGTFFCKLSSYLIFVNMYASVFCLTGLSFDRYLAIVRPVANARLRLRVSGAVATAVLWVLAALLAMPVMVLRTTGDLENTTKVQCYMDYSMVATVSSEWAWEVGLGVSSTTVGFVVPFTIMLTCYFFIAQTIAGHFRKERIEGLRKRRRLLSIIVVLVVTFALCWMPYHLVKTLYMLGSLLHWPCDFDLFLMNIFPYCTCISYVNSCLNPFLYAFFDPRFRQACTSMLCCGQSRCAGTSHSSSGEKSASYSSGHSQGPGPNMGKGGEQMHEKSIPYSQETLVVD
XBP1 UPR activ – activators of adaptive XBP1 UPR arm, primary screen, cell-based, CHO-XBP1 luciferase reporter, luminescence, uHTS | IRE1-XBP1 UPR activation; percent of tunicamycin response, DMSO as zero | activation, % at 20 µM | 330,000 tested, 0.33% active;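 active = versus positive control, 20 µM dose yields 30% or more activation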;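 also: 100% = tunicamycin at 10 µg/mL and 0% = DMSO only wells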
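assay system = CHO-XBP1 luciferase reporter cells | amount = 1000 cells/well | buffer or medium = F12 plus 10% FBS | compound dosing = single point, 20 µM final compound, 1% DMSO | incubation = 16-18 h cell attachment at 37 °C, then 6 h compound exposure | detection = Steady-Glo luminescence read | controls = tunicamycin 10 µg/mL and vehicle-only wells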
Mdm2-MdmX inh – inhibitors of human Mdm2-MdmX association, primary screen, cell-based, luminescence, split luciferase, SaOS-2, uHTS; Protein Mdm4 (Homo sapiens) + E3 ubiquitin-protein ligase Mdm2 (Homo sapiens), …; SaOS-2 split-luciferase Mdm2/MdmX complementation; inhibition, % at 8 µM; 330,000 tested, 3% active;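 active = inhibition of at least 50% at 8 µM in the primary screen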
CCR6 antagonist – CCR6 receptor antagonists, primary screen, cell-based, CHO-K1, luminescence, beta-arrestin, uHTS; C-C chemokine receptor type 6 (Homo sapiens), P51684; CHO-K1 CCR6 PathHunter beta-arrestin, CCL20-stimulated; inhibition, % at 20 µM; 340,000 tested, 0.49% active;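 active = compounds whose inhibition of the agonist-driven luminescence signal at 20 µM reaches about 50%, limit read from the data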;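 also: cells stimulated with CCL20 at 14 nM final; plate controls were DMSO with CCL20 for no effect and DMSO without agonist for full effect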
Target sequence (P51684 whole entry, looked up): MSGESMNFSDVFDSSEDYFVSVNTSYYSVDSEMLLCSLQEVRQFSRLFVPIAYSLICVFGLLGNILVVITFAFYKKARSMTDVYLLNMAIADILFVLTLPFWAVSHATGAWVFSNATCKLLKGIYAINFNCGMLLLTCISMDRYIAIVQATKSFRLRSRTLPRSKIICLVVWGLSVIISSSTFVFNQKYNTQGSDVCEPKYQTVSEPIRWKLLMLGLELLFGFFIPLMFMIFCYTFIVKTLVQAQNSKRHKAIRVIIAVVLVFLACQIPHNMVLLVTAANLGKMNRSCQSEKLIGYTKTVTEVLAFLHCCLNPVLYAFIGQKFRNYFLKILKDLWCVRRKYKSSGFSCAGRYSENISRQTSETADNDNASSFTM
CXCR6 block – CXCR6 receptor inhibitors, primary screen, cell-based, beta-arrestin, luminescence, CHO-K1 PathHunter, 1536-well. C-X-C chemokine receptor type 6 (Homo sapiens), O00574. inhibition, % at 20 µM. 360,000 tested, 0.36% active. AID 602244, 2012; in the data active = inhibition above about 34%, passing the limit was not always enough;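 also: antagonist mode with CXCL16 agonist at 10 nM final; 0% = 10 nM CXCL16 with DMSO and 100% = unstimulated wells without agonist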
UPR CHOP act – activators of apoptotic CHOP UPR arm, primary screen, cell-based, CHO-CHOP luciferase reporter, luminescence, uHTS; UPR activation; percent of tunicamycin response over DMSO baseline; activation, % at 10 µM; 330,000 tested, 0.34% active; AID 449763, 2010;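 active = at 10 µM dose, activation of 40% or more, normalized to positive control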;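 also: 100% = tunicamycin at 10 µg/mL and 0% = DMSO alone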
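Evaluation: % reporter activation, DMSO baseline versus tunicamycin full activation; System: CHO-CHOP luciferase reporter cell line; Input: 500 cells/well; Incubation: 6 h compound treatment, 37 °C; Measured by: Steady-Glo luciferase luminescence; Dosing: one dose, 10 µM in 0.5% DMSO; Buffer or medium: F12 medium, 10% FBS; Benchmarks: positive tunicamycin 10 µg/mL, negative DMSO alone.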
EBI2 antag – EBI2 receptor antagonists, beta-arrestin recruitment, primary screen, cell-based, luminescence, 7a,25-OHC stimulation, uHTS; G-protein coupled receptor 183 (Homo sapiens), P32249; 7a,25-OHC stimulated; inhibition, % at 5 µM; 360,000 tested, 0.81% active; in the data active = inhibition above about 38%;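 also: enzyme fragment complementation signal reports receptor beta-arrestin coupling in cells; 0% = agonist plus DMSO wells and 100% = wells without agonist; some results beyond the cut were filed as inactive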
tim23-1 inh – growth inhibitors of tim23-1 mutant yeast, primary screen, luminescence, uHTS; S. cerevisiae tim23-1 growth, BacTiter-Glo luminescence, 24 h; 330,000 tested, 1.3% active; inhibition, % at 20 µM;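 active = growth inhibition of the mutant yeast at or above 50%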;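 also: temperature-sensitive mutant grown at 25 °C; plate controls were DMSO-treated mutant yeast for no effect and medium wells lacking yeast for full effect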
APJ ag – agonists of human apelin receptor APJ, primary screen, CHO-K1 cells, PathHunter beta-arrestin, luminescence | P35414 | 0% DMSO wells, 100% apelin | activation, % at 20 µM | 330,000 tested, 0.11% active | AID 2520, 2010;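 active = activation more than six SD over the plate average, tested at 20 µM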;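 also: 0% = DMSO alone and 100% = apelin-13 at 10 nM; some results filed as inactive read as strong as hits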
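Test system: CHO-K1 APJ beta-arrestin complementation cell line | Compound: Single test compound dose, 20 µM final, 1% DMSO | Incubation: Compound 90 min 25 °C, reagent 1 h | Measured by: beta-gal luminescence | Read-out basis: APJ–arrestin association signal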
* marks the source's active call; other numbers are inactive results; . = no result given. This is a subset; the hit share may differ from the screen's.

structure,APJ ag,EBI2 antag,APJ antagonist,XBP1 UPR activ,tim23-1 inh,CCR6 antagonist,UPR CHOP act,CXCR6 block,Mdm2-MdmX inh
CC(C)Cc1cc(C(=O)N2CCCC(CCC(=O)N(C)CCc3ccccn3)C2)no1 (stereo unspecified),-2,4,-7,0,-1,7,0.9,6,-2
O=C(NCC1OCCc2ccccc21)c1ccc(NC(=O)c2ccc(Cl)cc2)cc1 (stereo unspecified),0,6,0,38*,-4,16,2.3,-8,47
COc1ccccc1OCCCCOc1ccccc1F,-3,-1,-17,0,-4,17,1.3,-2,-2
O=C(N/N=C/c1cccc([N+](=O)[O-])c1)c1ccc(CN2CCOCC2)cc1,-3,-5,7,-1,16,10,-1.6,-4,7
Nc1ccc(-c2cnc3ccccc3n2)cc1,5,-5,-3,0,11,1,0.4,13,-67
O=C(N/C(=C\c1ccccc1)C(=O)N1CCCCC1)c1ccco1,0,-8,7,-1,10,-4,0.9,-6,-17
Cc1cccc(C(=O)NCCCNC(=O)c2cccnc2)c1,-2,-19,5,0,2,-6,-1.1,4,6
COCCNc1nc(CSc2ccccc2)nc2sc(C)c(C)c12,-4,17,12,1,21,19,1.4,0,-2
CCOc1cc(/C=C2\SC(=Nc3ccc(CC)cc3)NC2=O)ccc1OCC(=O)O,-4,4,4,2,12,15,-2.6,-2,12
CCCCc1ccc(NC(=O)CSc2nnc(CNC(=O)c3ccco3)o2)cc1,2,-1,1,-4,11,-5,-1.1,-4,1
CCCn1c(SCc2nc(N)nc(N3CCCCC3)n2)nc2c1c(=O)n(C)c(=O)n2C,-2,-9,-6,1,20,-1,-1.4,-6,-5
NC(=O)c1ccsc1NC(=O)CN1C(=O)NC2(CCCCC2)C1=O,-3,6,17,-3,-10,7,0.2,-10,27
Cc1ccc(-c2nc(Nc3ccccc3)n[nH]2)cc1,0,2,4,-2,-9,4,10,9,-227
N/C(=N\OC(=O)c1ccc(Br)cc1)c1cccc([N+](=O)[O-])c1,13,-23,-63,1,22,30,4.8,-15,-77
CCOC(=O)N1CCN(C(=S)Nc2ccccc2C)CC1,-3,-5,-1,-2,11,-15,2.0,-1,-17
CCOC(=O)c1sc(NC(=O)CSc2nnnn2-c2ccc(C)cc2)c(C(=O)OCC)c1C,-4,11,6,0,-2,2,-0.7,10,10
COc1cccc(CNS(=O)(=O)c2c(C(=O)N3CCCCCC3)c(C)n(C)c2C)c1,-6,-9,9,-3,11,10,-0.5,-1,-6
CC(C)Nc1ncnc2c1cnn2Cc1ccc(Cl)cc1,1,2,-9,2,23,-2,-1.8,5,-29
Cn1c(N)c(C(=O)COC(=O)c2ccccc2C(=O)c2ccc(Cl)cc2)c(=O)n(C)c1=O,-3,7,1,1,14,15,0.0,7,7
COCCNC(=O)C1CC(=O)N(C2CCCC2)C1 (stereo unspecified),4,-9,14,0,10,-11,-1.2,-3,10
O=C(O)c1ccc2c(c1)N(Cc1ccccc1)C(=O)c1ccccc1S2=O (stereo unspecified),-5,1,0,-1,7,-10,2.9,5,7
O=C(NCc1ccc(F)cc1)c1cc(-c2ccncc2)nc2ccccc12,0,8,7,-4,14,5,-0.5,0,-12
COC(=O)CC#N,-1,2,-9,-3,-21,-2,2.3,4,16
CC(C)OC(=O)Nc1ccc(-c2ccc(NC(=O)OC(C)C)cc2Cl)c(Cl)c1,2,-9,12,-6,-9,3,1.1,2,-1
N#C/C(=C\c1ccc(N2CCCCC2)o1)C(=O)Nc1cccc(Br)c1,-3,32,21,4,10,31,5.0,17,-26
CCOC(=O)c1cnn(-c2ccccc2)c1NC(=O)c1ccccc1,-2,-21,5,-1,21,6,-1.3,-3,9
COc1c(CC=C(C)C)cc(C2CC(=O)c3c(O)cc(O)cc3O2)c(CC=C(C)C)c1O (stereo unspecified),0,.,-37,2,-1,8,-1.3,.,30
Cc1ccc(NC(=O)C2CC(=O)N(c3ccc4c5c(cccc35)CC4)C2)cc1 (stereo unspecified),0,5,-3,-1,9,-19,-1.0,-7,-14
Cc1ccc(-c2nsc(SCC(=O)NCC3CCCO3)n2)cc1 (stereo unspecified),2,0,-10,-1,15,12,0.4,0,12
CCOC(=S)SCC(=O)N1CCc2cc(OC)ccc2C1C1C(=O)CCCC1=O (stereo unspecified),-3,-41,5,-3,35,17,-2.3,6,13

Continued.
structure,APJ ag,EBI2 antag,APJ antagonist,XBP1 UPR activ,tim23-1 inh,CCR6 antagonist,UPR CHOP act,CXCR6 block,Mdm2-MdmX inh
COc1ccc(C(CCN2CCCC(C)C2)c2c(OC)cc(OC)c3c2OC(=O)CC3c2cc(OC)c(OC)c(OC)c2)cc1 (stereo unspecified),-5,-3,-4,0,-9,24,-1.0,25,8
CC1CCCN(S(=O)(=O)c2ccc([N+](=O)[O-])cc2)C1 (stereo unspecified),4,4,-41,-3,8,-3,-0.4,-7,18
COCCCNc1ncnc2c1cnn2-c1ccc(C)cc1C,-2,6,18,0,-3,-11,-0.8,1,-9
CC(=O)Nc1ccc(NC(=O)CSc2nnc(NC(=O)c3cccc(F)c3)s2)cc1,-4,4,14,2,16,9,2.0,3,-15
COc1cc2oc(=O)cc(-c3ccc(-c4ccc(CO)cc4)cc3)c2c(OC)c1OC,.,20,.,0,20,7,0.1,1,68*
COc1ccc(NC(=S)NCc2ccc3c(c2)cc(C)n3C)cc1,-2,-7,-44,-1,25,12,1.2,15,33
Cn1ncc([N+](=O)[O-])c1C(=O)Nc1ccc(-c2ccccc2)cc1,-1,-3,-15,-6,4,-12,3.5,-1,1
CN=c1scc(C)n1/N=C/c1ccc(O)c(O)c1O,4,1,-18,-1,1,16,5.4,5,-15
CCOC(=O)c1[nH]c(C)c(C(=O)NCc2ccc(OC)cc2)c1C,1,4,13,-1,12,-7,0.3,2,-17
COc1ccccc1-c1cc(C(=O)N2CCN(S(=O)(=O)c3ccc(C)cc3)CC2)[nH]n1,1,62*,-13,-1,9,7,0.2,1,-1
CCC(C)c1ccccc1N1CC(C(=O)Nc2ccc(C)c(S(=O)(=O)N3CCOCC3)c2)CC1=O (stereo unspecified),0,-7,-60,-4,7,-3,1.5,9,15
COc1ccc(/C=N/n2c(=O)[nH]c3c([nH]c4ccc(Br)cc43)c2=O)cc1CN1CCOCC1,2,1,14,-3,10,15,-1.3,-6,37
O=CN1CCN(C(=O)c2ccccc2Cl)CC1,1,-10,2,-3,10,9,-1.6,1,16
CNC(=S)N(CCc1c(C)[nH]c2ccc(C)cc12)Cc1ccco1,-3,23,-7,-1,25,17,-2.2,-4,24
CC(C)C(CCN1C(=O)c2ccccc2C1=O)c1ccco1 (stereo unspecified),-5,1,-6,-1,25,12,1.1,-4,-12
Fc1cccc(Cl)c1-c1nnc2ccc(N3CCOCC3)nn12,-1,-10,4,1,-4,15,-1.2,-6,26
Cc1cccc(N(C(=O)c2snc(C(N)=O)c2N)C(C(=O)NCc2ccccc2)c2ccncc2)c1 (stereo unspecified),-1,6,14,6,-20,17,8.3,2,-28
Oc1ccc(Cl)cc1-c1cc(-c2ccccc2)n[nH]1,-1,16,-20,6,60*,15,1.2,11,33
CCOc1cc(NC(=O)C2CCCCC2)c(OCC)cc1NC(=O)c1ccco1,-5,2,-8,-2,-20,4,0.4,-8,5
O=C(COC(=O)COc1ccc(Nc2ccccc2)cc1)NCc1ccco1,-1,3,-10,0,10,-32,-2.1,-12,-31
Cc1ccc(NC(=O)c2ccc3c(=O)n4c(nc3c2)CCC4)cc1F,-2,0,2,4,3,4,4.1,-2,-46
COC(=O)CCC(=O)NC(=S)Nc1cc(Cl)ccc1Cl,-2,-5,18,-6,38,27,0.0,14,32
O=C(NNc1cc(C(F)(F)F)ccc1Cl)c1ccc(=O)[nH]c1,2,-1,-17,-1,9,-5,-0.7,-18,11
CC1Cc2ccccc2N1C(=O)C(C)n1cc(C(F)(F)F)cc(Cl)c1=O (stereo unspecified),-2,9,6,-1,32,7,-0.5,10,-9
O=C(NNC(=O)C(c1ccccc1)c1ccccc1)c1ccccn1,-7,-10,-1,1,12,30,2.0,26,66*
CCC(=O)c1ccc(OCC(O)CN(C)C2CCCCC2)cc1 (stereo unspecified),-2,-1,3,-3,-8,4,0.4,0,15
C/C(=N\NC(=O)c1c(-c2ccccc2Cl)noc1C)c1cccc(NC(=O)C(C)C)c1,-4,-11,-13,-2,2,0,1.6,2,11
COc1cc(/C=N/O)ccc1Oc1ccc([N+](=O)[O-])cc1[N+](=O)[O-],1,-17,-12,-1,35,-9,-1.8,-12,22
COC(=O)C1CCN(CC(=O)N(C)c2c(N)n(Cc3ccccc3)c(=O)[nH]c2=O)CC1,-3,-7,6,1,-4,4,-0.2,3,15
O=C1CN(S(=O)(=O)c2cccc(Br)c2)CCN1,0,-3,-4,1,0,4,0.6,6,11

Additional entries follow.
structure,APJ ag,EBI2 antag,APJ antagonist,XBP1 UPR activ,tim23-1 inh,CCR6 antagonist,UPR CHOP act,CXCR6 block,Mdm2-MdmX inh
O=C(CSc1nc2c(oc3ccccc32)c(=O)n1CC1CCCO1)NCc1ccc(F)cc1 (stereo unspecified),7,2,0,-3,7,8,0.2,-2,0
C/C(CS(=O)(=O)c1ccc(Cl)cc1)=N/NC(N)=S,-3,11,-6,1,5,25,-1.4,-7,23
COc1ccc2cc(C(=O)NCc3ccccc3)c(=O)oc2c1,1,3,-4,0,-1,7,3.4,-4,-31
COc1cc(OC)cc(C(=O)NNC(=O)CCNS(=O)(=O)c2ccc(Br)cc2)c1,1,-6,-12,1,8,12,-2.9,2,-22
O=C(CC1C(=O)NCCN1CC(c1ccccc1)c1ccccc1)NCCc1cn[nH]c1 (stereo unspecified),-1,5,1,-2,18,11,-0.3,-2,9
O=Cc1cn(CCC(=O)O)nc1-c1cccc(Br)c1,-1,-4,1,0,13,2,0.5,1,-10
COc1ccccc1C(=O)Nc1ccc2c(c1)OCCO2,-3,-1,-10,-1,13,5,2.6,-3,-47
